M18AAP inhibitor = PfM18AAP inhibitors, malaria aminopeptidase, primary screen, biochemical, QFRET, recombinant enzyme; H-Glu-NHMec fluorogenic cleavage; M18 aspartyl aminopeptidase (Plasmodium falciparum 3D7); 290,000 compounds, 1.2% hits; inhibition, % at 7.35 µM;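 active = inhibition above the campaign mean inhibition over all tested compounds plus 3 SD, cut at about 28% in these data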;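 note: 0% = plate median of test compound wells and 100% = 2 mM ZnCl2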
MEKK2mut PB1 HTS = MEK5 binding signal on mutant MEKK2 PB1, primary screen, biochemical, multiplex bead flow cytometry, Alexa488-MEK5. Alexa488-MEK5 binding to MEKK2 mutant. percent response, % at 10 µM. 290,000 compounds, 0.35% hits. AID 1530, 2009; in the data active = percent response above about 24%, passing the limit was not always enough; note: inactives centre near 1; some results filed as inactive read as strong as hits
IMP-1 inh = IMP-1 metallo-beta-lactamase inhibitors, primary screen, biochemical, epi-absorbance readout, Pseudomonas aeruginosa enzyme; metallo-beta-lactamase IMP-1 (Pseudomonas aeruginosa); purified IMP-1, nitrocefin hydrolysis, epi-absorbance fluorescence; inhibition, % at 5.6 µM; 290,000 compounds, 0.45% hits;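 active = inhibition above the mean plus 3 SD of all compounds in the same screening run, cut at about 4.5% in these data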;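 note: 0% = IMP-1 with DMSO and 100% = DMSO wells lacking enzyme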
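System: Purified recombinant IMP-1 metallo-beta-lactamase enzyme | Measured by: Fluorescence quenching readout, ex 480/em 530 nm | Replication: Singlicate | Incubation: 15 min preincubation plus 25 min reaction at 25 °C | Evaluation: Percent inhibition from optical density relative to buffer-blank wells | Benchmarks: DMSO with and without IMP-1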
UBC9 SUMO inh = inhibitors of in vitro SUMOylation cascade, primary screen, biochemical, HTRF, uHTS | SUMO-conjugating enzyme UBC9 (Homo sapiens), P63279 | HTRF SUMOylation assay, SAE1/SAE2 + UBC9 | inhibition, % at 35 µM | 290,000 compounds, 0.36% hits | AID 2006, 2009; in the data active = inhibition above about 50%, passing the limit was not always enough; note: strong numbers were not always called active
Target sequence (P63279 whole entry, looked up): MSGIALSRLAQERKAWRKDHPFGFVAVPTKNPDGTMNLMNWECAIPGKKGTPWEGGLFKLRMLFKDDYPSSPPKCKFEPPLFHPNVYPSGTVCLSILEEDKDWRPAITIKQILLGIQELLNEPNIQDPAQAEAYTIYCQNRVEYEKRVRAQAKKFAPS
NALP1 inh = NALP1 inflammasome inhibitors in reconstituted yeast, colorimetric, S. cerevisiae, triplicate retest | AID 2071, 2009 | 280,000 compounds, 0.61% hits | S. cerevisiae NALP1/ASC/caspase-1 growth, X-gal OD620, 72 h | inhibition, % at 10 µM; in the data active = inhibition mostly above about 24%, no sharp cut-off; inactive = mostly below about 32%; note: some compounds called inactive have numbers as strong as hits
NS3 helicase inh = inhibitors of HCV NS3 helicase, primary screen, biochemical, Cy5 molecular beacon fluorescence; Hepatitis C virus NS3 helicase; NS3 helicase DNA unwinding; inhibition, % at 10.9 µM; 290,000 compounds, 0.56% hits;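 active = inhibition above the mean of all tested compounds plus 3 SD, set per campaign, cut at about 35% in these data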;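 note: 0% = DMSO wells and 100% = thioflavine S control wells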
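Measured by: Cy5 fluorescence, 0 and 60 min reads / Assay system: NS3 helicase fragment of HCV / Control set: low DMSO, high thioflavine S at 110 µM / Times: 1 h reaction at 25 °C, ATP-initiated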
VIM-2 inh = VIM-2 metallo-beta-lactamase inhibitors, primary screen, biochemical, epi-absorbance readout, Pseudomonas aeruginosa enzyme; inhibition, % at 5.6 µM; AID 1527, 2009; 290,000 compounds, 0.89% hits; purified VIM-2, nitrocefin hydrolysis, epi-absorbance fluorescence;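 active = inhibition above the mean of all tested compounds plus 3 SD, cutoff set per screening run, cut at about 7.5% in these data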;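 note: red hydrolysis product quenches plate fluorescence so inhibitors raise well fluorescence; 0% = enzyme with DMSO and 100% = DMSO without enzyme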
FID counter = compounds displacing fluorescent DNA intercalator, primary screen, artefact control for HCV NS3 helicase inhibitor project, biochemical, FID fluorescence | DNA fluorescent intercalator displacement | inhibition, % at 7.9 µM | 290,000 compounds, 0.17% hits; in the data active = inhibition above about 37%;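 note: 0% = vehicle and 100% = reference compound; higher means more ethidium bromide displaced from hairpin DNA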
MEKK2 WT-MEK5 = modulators of MEK5 binding to wildtype MEKK2, primary screen, biochemical, multiplex bead flow cytometry, Alexa488-MEK5; Alexa488-MEK5 binding to MEKK2 WT; actives lie on both sides; Mitogen-activated protein kinase kinase kinase 2 (Homo sapiens), Q9Y2U5; 290,000 compounds, 1.1% hits; binding response (% of control), % at 10 µM; AID 1531, 2009; in the data active = binding response below about 67% or above about 130%
Numbers without * were called inactive; . = not tested or not shown.

canonical_smiles,M18AAP inhibitor,MEKK2mut PB1 HTS,IMP-1 inh,UBC9 SUMO inh,NALP1 inh,NS3 helicase inh,VIM-2 inh,FID counter,MEKK2 WT-MEK5
C=CCOc1c(/C=N\NC(N)=O)cccc1OC,-1,-2,-2.4,19,9,2,0.5,-5,96
Cn1nnc2cc(C(=O)Nc3ccc(Cl)cc3)ccc21,2,-8,-1.9,-2,4,-6,-5.9,1,96
CCc1nc2n[nH]c(N)c2c2c1CSC(C)(C)C2,0,-6,-4.0,-9,3,2,-4.1,-6,96
Cc1cc(=O)oc2c3c(cc(OCC(=O)NC(C)C)c12)OC(C)(C)CC3,2,4,-2.7,34,-2,-1,-0.7,-29,104
Cc1ccc(C)c(NC(=O)COc2cccc3c2CCN(Cc2ccccc2)C3=O)c1,0,28,-1.3,-14,30,-6,-1.9,-8,107
CCC(C)c1ccc(C(CC)NC(=O)C2CCCO2)cc1 (stereo not drawn),-6,-1,1.5,-15,27,-3,0.8,-13,103
Cc1ccc(C)c(S(=O)(=O)N2CCCOC2CNC(=O)C(=O)NCCc2ccccc2)c1 (stereo not drawn),3,5,-3.2,6,12,-4,-4.5,-41,100
Cn1c(=O)c2[nH]cnc2n(C)c1=O,4,5,-2.5,-7,11,-2,-3.0,-2,99
CCCc1c(C(=O)N/N=C/c2cccc3ccccc23)nnn1-c1nonc1N,5,2,-2.5,13,14,24,-2.6,-22,102
Cn1c(=O)[nH]c(=O)c2c1nc(SCC(=O)Nc1ccccc1)n2Cc1ccccc1,1,-6,-0.2,-13,.,-3,-0.1,-13,94
C#CCOC(=O)Nc1cccn(Cc2c(Cl)cccc2Cl)c1=O,0,-1,-1.7,13,7,-4,-0.6,-13,96
CCCCCC(=O)Nc1ccc(-c2csc(C)n2)cc1,6,-2,-4.2,-3,29,2,-3.9,-21,97
COc1ccc(NC2=CC(=O)CC(c3ccccc3)C2)c(OC)c1 (stereo not drawn),1,1,-2.8,13,3,12,-2.0,-15,100
COc1cccc(NC(=O)C2CCN(C(=O)[C@@H]3Cc4ccccc4CN3C(=O)OC(C)(C)C)CC2)c1,-9,-2,1.2,-6,13,-7,-0.1,-59,97
COc1ccc(CCNC(=O)c2ccc(CNc3nc(=S)[nH]c4ccccc34)cc2)cc1OC,0,-8,-2.9,-8,5,-9,-1.8,-11,94
COC(=O)CSc1nc2ccccc2c(=O)n1Cc1ccccc1,5,-1,-3.5,-4,7,-5,-0.4,-27,96
O=C(O)/C=C/C(=O)Nc1ccc(F)cc1F,-5,-2,-3.5,6,7,3,-3.2,5,98
CN(C)Cc1c(O)ccc2cc(-c3nc4ccccc4n3C)c(=O)oc12,20,4,-4.2,35,13,19,0.2,-4,100
COc1ccc(-c2nnc(SCc3nc4ccccc4c(=O)[nH]3)o2)cc1,2,7,-2.4,4,5,12,-1.8,1,104
CCC(C)[C@H](NC(=O)N1CC(=O)Nc2ccccc21)C(=O)N[C@H](Cc1c[nH]c2ccccc12)C(=O)O (stereo partly drawn),-4,1,-3.0,4,16,1,4.5,-37,96
Cc1cccc(COCC(Cc2ccccc2)N2CCN(C(=O)c3cccc(Cl)c3)CCC2=O)c1 (stereo not drawn),0,4,-3.8,-1,35,-16,-2.8,-38,96
COc1ccc(-c2cc(C(=O)OCC(=O)N(C)C3CCS(=O)(=O)C3)c3ccccc3n2)cc1OC (stereo not drawn),-1,-6,-1.9,9,-8,-8,1.9,-39,98
O=C(Nc1ccc(F)cc1)C1CC(=O)N(Cc2ccco2)C1 (stereo not drawn),1,-6,0.7,4,8,-2,0.2,-10,92
CC(=O)N/N=C/C1=CCC2CC1C2(C)C (stereo not drawn),-4,-2,-3.2,16,-5,3,-3.2,-1,93

Part of the list above, with two lines to a compound:
Each structure is followed by: M18AAP inhibitor, MEKK2mut PB1 HTS, IMP-1 inh, UBC9 SUMO inh, NALP1 inh, NS3 helicase inh, VIM-2 inh, FID counter, MEKK2 WT-MEK5
> COc1ccc(NC2=CC(=O)CC(c3ccccc3)C2)c(OC)c1 (stereo not drawn)
→ 1, 1, -2.8, 13, 3, 12, -2.0, -15, 100
> Cn1nnc2cc(C(=O)Nc3ccc(Cl)cc3)ccc21
→ 2, -8, -1.9, -2, 4, -6, -5.9, 1, 96
> C#CCOC(=O)Nc1cccn(Cc2c(Cl)cccc2Cl)c1=O
→ 0, -1, -1.7, 13, 7, -4, -0.6, -13, 96

The results go on.
canonical_smiles,M18AAP inhibitor,MEKK2mut PB1 HTS,IMP-1 inh,UBC9 SUMO inh,NALP1 inh,NS3 helicase inh,VIM-2 inh,FID counter,MEKK2 WT-MEK5
COc1ccccc1N1CCN(Cc2cc3c(cc2O)OCO3)CC1,16,-1,-3.1,13,0,4,-2.2,-3,101
CC(C(=O)Nc1ccccn1)c1ccccc1 (stereo not drawn),-3,-4,-0.4,5,5,5,-1.0,-4,91
O=C(NCc1nnc2c(C(F)(F)F)cc(Cl)cn12)c1cccs1,14,-4,0.0,0,34,17,1.2,-16,99
COc1ccc(Cl)cc1C(=O)NNC(=O)c1cccc([N+](=O)[O-])c1,-2,1,-2.8,5,-50,7,-2.4,0,98
BrC(=C\c1ccccc1)/C=N/N1CCN(c2ccccn2)CC1,-1,-2,-2.3,-6,.,-3,-4.0,-10,100
CCn1nc(C)c(CNCc2cn[nH]c2-c2cc3ccccc3o2)c1C,2,-1,-2.1,-2,.,-35,-0.7,-2,103
CC(=O)c1ccc(NC(=O)C(C)OC(=O)C(C)Oc2cccc(C)c2)cc1 (stereo not drawn),4,22,-3.4,5,27,15,-2.7,-17,108
CCOC(=O)NCc1ccc(S(=O)(=O)Nc2ccc(C)cc2)cc1,10,10,-0.5,-36,7,1,-2.5,-14,90
Cc1nc2sc(-c3ccccc3)cc2c(=O)[nH]1,7,4,-2.4,16,7,4,-1.5,1,103
Cc1ccc(OCC(=O)n2nc(C)cc2C)c(Br)c1,2,-2,-4.4,3,-55,18,-4.3,-1,102
COc1ccc(S(=O)(=O)NCc2cc(-c3ccccc3Cl)no2)cc1,-3,-1,-2.5,10,-13,6,-2.4,-5,103
O=C(NC(=S)NCc1ccccc1)c1ccccc1F,14,2,-1.2,9,12,-5,0.0,-3,97
N#C/C(=C/c1ccc(F)cc1)C(N)=S,12,-5,-2.4,4,21,-41,-3.0,4,97
CSc1cnn(-c2ccccc2)c(=O)c1SC,1,5,-0.9,-13,-14,4,-3.0,-3,103
COc1cc(/C=C2/N=C(C3CCCCC3)OC2=O)cc(OC)c1OC,-2,-3,-0.5,0,13,-2,-1.6,-26,94
CCOc1ccc(-n2ccnc2SCC(=O)N2CCCc3ccccc32)cc1,2,7,-0.9,7,16,-15,0.0,-29,116
CCn1nc(C)c(/C=N/NC(=O)c2c[nH]c3ccccc23)c1C,-82,-1,-3.3,18,10,1,-4.5,-15,107
CC(C)NC(=O)C(=O)NCCCOC(C)C,0,1,-1.3,10,22,9,-1.9,0,104
O=C(Nc1cccnc1)/C(N=Nc1c(Cl)cccc1Cl)=C(\O)c1ccccc1,0,5,-1.0,-20,17,12,-1.7,-1,107
CCc1nnc(NC(=O)Cc2ccc(OC)c(OC)c2)s1,-3,-9,-0.3,1,-2,3,-1.0,-3,88
CSc1ccccc1NC(=O)CN(C)CC(=O)Nc1ccccc1N1CCOCC1,0,-15,-1.0,7,1,1,-3.1,-32,88
O=[N+]([O-])c1ccc(N/N=C/c2cccc(O)c2O)cc1,36*,1,-0.6,4,14,18,-0.3,13,104
CC(=O)NCCn1c(SCC(=O)c2ccccc2)nc2ccccc2c1=O,0,-3,-1.8,18,-13,0,14*,-23,91
O=C1CC(c2cccc(Cl)c2)C(n2cncn2)C(=O)C1C1NCCc2ccccc21 (stereo not drawn),2,2,-3.2,-5,-7,3,-3.3,-48,106
CN(Cc1cccs1)C(=O)CCCc1c[nH]c2ccccc12,1,1,-2.3,-9,-10,24,2.6,-27,101
COc1ccc(S(=O)(=O)N2CCOC2CNC(=O)C(=O)NCCc2ccccc2)cc1 (stereo not drawn),2,-3,-1.7,-12,11,7,-1.2,-33,99
Cc1cc(C(=O)NC(=S)Nc2ccccc2N2CCCC2)ccc1[N+](=O)[O-],-3,8,-2.6,-12,12,-3,-5.0,-2,99
COC(=O)c1ccccc1NC(=O)COc1ccccc1[N+](=O)[O-],8,7,-3.1,-5,-2,-8,-3.3,-12,104
Cn1c(=O)c2c(nc(SCc3cccnc3)n2Cc2ccccc2)n(C)c1=O,0,3,-3.1,-3,1,3,-1.7,-28,100
O=C(CSc1nnnn1-c1cccc(Cl)c1)Nc1ccc2c(c1)CCC2,-1,12,0.5,17,18,-8,-3.6,3,103
CN(C)c1nc(N(C)C)nc(N(C#N)CN2C(=O)c3ccccc3C2=O)n1,-4,13,-2.2,7,27,-1,0.6,-9,114
S=C(Nc1ccc2nc(-c3ccccn3)c(-c3ccccn3)nc2c1)N1CCCCCC1,2,1,-2.3,46,5,-7,-3.3,-11,103
Cc1cc(NC(=O)Cn2c(=O)oc3ccc(Cl)cc32)no1,2,-2,-5.6,6,15,4,-2.6,-1,100
Cc1c(OCC(=O)NCc2cccnc2)ccc2c3c(c(=O)oc12)CCCC3,1,0,-3.1,-5,1,-3,17*,-40,104
CS(=O)(=O)c1nc(S(=O)(=O)c2ccc(Cl)cc2)c(NCCCn2ccnc2)s1,-3,-1,-1.3,4,1,1,-0.7,4,103
COc1ccccc1NS(=O)(=O)c1cccc(NC(=O)NC2CCCCC2)c1,-5,3,-2.7,-10,26,-2,-0.5,-2,91
Cc1cccc(NC(=O)c2c(C)nn(-c3ccccc3)c2Cl)c1,1,-4,-3.1,7,8,-5,-3.1,-4,100
Cc1cc(C(=O)CSc2ccccc2)cc(C)c1O,6,-3,-2.4,-4,-3,-5,-2.1,-5,99
CCOC(=O)c1[nH]cnc1C(=O)Nc1ccccn1,3,4,-2.5,24,-6,-9,-2.2,-2,99
COc1cc(Cl)c(C)cc1NC(=O)c1ccc2c(SCC(=O)O)c3c(nc2c1)CCCC3,-2,-9,-5.0,22,0,31,-1.3,-27,93
COc1cc2c(cc1OC)CN(c1nc(CN3CCOCC3)nc3sc4c(c13)CCCC4)CC2,12,-1,-1.3,-7,9,-32,1.3,-21,94
COc1ccc2oc(=O)c(C(=O)Nc3ccccc3-c3ccccc3)cc2c1,.,0,.,-6,5,.,.,.,95

Outcome played no part in choosing rows. Share with any hit: about 4.7%.
